# Anthrax LF prot – anthrax lethal factor protease inhibition; 360,000 tested, 0.12% active; P15917; inhibition, % at 10 µM; multiplex microsphere protease cleavage assay, LF; also: plate controls were buffer without enzyme for full effect and enzyme alone for no effect
# CCHFV vOTU inh – blocks the CCHF virus ovarian tumor domain protease | AID 651958 | CCHFV vOTU protease, Pep-AMC fluorescence | 370,000 tested, 0.55% active | inhibition, % at 11.5 µM; in the data active = inhibition above about 30%; also: 0% = vehicle wells with enzyme and 100% = no enzyme wells
# 3CLpro inhibitor – SARS-CoV 3CLpro protease inhibition; P0C6X7; recombinant SARS-CoV 3CLpro, quenched FRET peptide cleavage; inhibition, % at 6 µM; 290,000 tested, 0.14% active; in the data active = inhibition above about 12%
# VHR inh abs – blocks human VHR1 dual specificity phosphatase; P51452; recombinant VHR phosphatase, pNPP absorbance; inhibition, % at 13.3 µM; 290,000 tested, 0.52% active; in the data active = inhibition above about 50%; also: some compounds called inactive have numbers as strong as hits
# Target sequence (P51452 whole entry, looked up): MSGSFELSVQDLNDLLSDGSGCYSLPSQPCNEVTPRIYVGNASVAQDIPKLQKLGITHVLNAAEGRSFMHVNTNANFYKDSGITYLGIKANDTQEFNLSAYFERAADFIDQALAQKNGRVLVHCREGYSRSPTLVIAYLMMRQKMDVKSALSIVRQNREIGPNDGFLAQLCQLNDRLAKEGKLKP
# SSB-PriA inh – blocks PriA binding to SSB C-terminal tail; AlphaScreen SSBct-PriA binding, biotinylated peptide; inhibition, % at 33 µM; 430,000 tested, 0.6% active; in the data active = inhibition mostly above about 37%, no sharp cut-off; inactive = mostly below about 20%;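 also: plate controls were negative control peptide for no effect and reference peptide for full effect; strong numbers were not always called active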
# Rv3671c protease – Rv3671c (M. tuberculosis) protease inhibition. 320,000 tested, 0.048% active. inhibition, % at 5.96 µM. AID 2606; in the data active = inhibition above about 38%;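 also: extracellular domain of Rv3671c used as enzyme; 0% = enzyme with DMSO and 100% = no enzyme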
# Target sequence (P9WHR9 whole entry, looked up, the tested form may be a part): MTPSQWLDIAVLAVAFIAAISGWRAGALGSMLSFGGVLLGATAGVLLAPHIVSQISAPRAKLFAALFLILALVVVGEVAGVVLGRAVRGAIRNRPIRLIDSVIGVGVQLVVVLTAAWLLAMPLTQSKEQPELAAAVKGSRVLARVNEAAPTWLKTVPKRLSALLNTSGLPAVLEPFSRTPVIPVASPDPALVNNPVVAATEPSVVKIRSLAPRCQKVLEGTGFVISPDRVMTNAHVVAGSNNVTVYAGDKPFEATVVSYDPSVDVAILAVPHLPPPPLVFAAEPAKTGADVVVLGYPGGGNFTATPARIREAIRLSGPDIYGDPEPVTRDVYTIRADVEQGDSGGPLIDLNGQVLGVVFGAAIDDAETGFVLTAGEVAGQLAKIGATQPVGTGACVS
# BoNT F protease – inhibitors of Botulinum neurotoxin F light chain protease; Multiplex microsphere protease cleavage assay, flow cytometry; inhibition, % at 10 µM; 360,000 tested, 0.22% active; in the data active = inhibition above about 35%, passing the limit was not always enough; inconclusive = no clear call, values can overlap the other calls; also: plate controls were buffer without enzyme for full effect and enzyme alone for no effect
# MazEF act – activators of E. coli MazEF toxin-antitoxin RNase; activation, % at 20 µM; AID 504720; 350,000 tested, 0.32% active; FAM/BHQ RNA-DNA oligo cleavage fluorescence, 5 h; P0AE70; in the data active = activation above about 50%
# Target sequence (P0AE70 whole entry, looked up): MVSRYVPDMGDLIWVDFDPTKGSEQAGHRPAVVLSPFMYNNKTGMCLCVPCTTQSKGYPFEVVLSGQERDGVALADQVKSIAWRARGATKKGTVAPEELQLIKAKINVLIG
# BoNT-A LC inh2 – blocks Botulinum neurotoxin A light chain protease | multiplex microsphere protease substrate cleavage, flow cytometry | inhibition, % at 10 µM | 360,000 tested, 0.17% active; also: plate controls were buffer without enzyme for full effect and enzyme alone for no effect
# PrPC TRFRET – inhibitors of human cell surface prion protein PrPC; TR-FRET read-out; AID 720596; inhibition, % at 13.8 µM; P04156; 370,000 tested, 0.43% active; in the data active = inhibition above about 24%; also: 0% = median of the test wells and 100% = reference compound wells
# Active calls of the source: *; ? = inconclusive; / = no result given. Rule as the data show it, unless noted: active = inhibition above about 30%; inconclusive = no clear call, values can overlap the other calls; inactive = below that.
SMILES,Anthrax LF prot,CCHFV vOTU inh,3CLpro inhibitor,VHR inh abs,SSB-PriA inh,Rv3671c protease,BoNT F protease,MazEF act,BoNT-A LC inh2,PrPC TRFRET
COc1ccc(NC(=O)CCn2cccc2)cc1,-5,8,4,13,1,-2,-15,-13,0.6,8
CCN(CC)c1ccc(/C=N/n2nnnc2N)c(O)c1,-5,4,-5,-8,/,7,-4,7,2.6,-4
CC(C)Cc1cc(C(=O)NCc2cccs2)no1,-16,-1,3,7,-4,-3,-4,1,0.0,6
Cc1ccc(C(=O)c2coc3cc([N+](=O)[O-])c(O)c([N+](=O)[O-])c23)cc1,2,3,-1,30,8,-2,5,-2,1.4,-10
COc1ccccc1C(=O)N(Cc1ccc(C)o1)C1CCS(=O)(=O)C1 (centres undefined),2,1,0,1,-5,6,3,-1,0.6,12
Cc1cc(C(F)F)n2nc(C(=O)Nc3cccnc3Cl)nc2n1,1,-3,1,-3,-7,2,7,-1,-0.1,1
Cc1ccc(-n2cc(CN3CCC(O)(c4ccccn4)CC3)c(-c3ccc(F)cc3)n2)cc1,-3,18,1,6,-10,-5,-4,-8,0.5,-16
CC1(C(=O)NS(=O)(=O)Cc2ccccc2C(F)(F)F)CCN1C(=O)C/C=C/c1ccccc1 (centres undefined),-5,-2,/,/,/,/,1,/,-0.2,0
O=[N+]([O-])c1ccc(N2CCCC2)nc1N1CCCC1,/,5,-6,18,26,6,/,5,/,-3
COc1ccc(-c2csc(N(CCCN(C)C)C(=O)c3ccc(C)cc3)n2)cc1,-16,-3,0,-2,18,0,-25,21,-0.6,-5
CC(C)(C)c1ccc(S(=O)(=O)NC(=O)C2(C)CCN2C(=O)Cc2cc(F)ccc2F)cc1 (centres undefined),-1,11,/,/,/,/,-7,/,0.0,-6
Cn1c(=S)c2[nH]c(SCCN)nc2n(C)c1=O,0,5,/,/,-2,/,-7,5,-0.5,0
O=C(Nc1cc(Cl)ccc1N1CCOCC1)c1cccnc1,1,-5,0,0,-2,4,4,4,-1.9,-7
O=C(CN(C1CCCCC1)S(=O)(=O)c1ccc(Cl)cc1)NCc1ccncc1,-5,2,0,39,-9,-1,-2,6,0.4,0
CCc1nnc(NC(=O)C2CCCN2S(=O)(=O)c2ccc(F)cc2)s1 (centres undefined),-1,-2,-1,24,-6,-14,6,8,-0.5,-1
O=C1CCCc2oc3c(c21)CCCC3,2,2,-5,11,-3,-9,-1,6,-0.4,5
COC(=O)C1=C(C)N=C2SC(C)C(=O)N2C1c1cccc(F)c1 (centres undefined),1,14,-2,6,-15,-9,8,-5,1.3,-1
CCOC(=O)c1ccc(CC(=O)c2oc3cc(O)ccc3c2C)o1,-1,-10,-2,26,-17,-7,-12,67*,0.3,-1
Cc1cc([N+](=O)[O-])nn1CC(=O)N/N=C/c1ccc(O)cc1O,-7,-3,-2,25,/,4,-16,-1,-2.1,-1
CCCNC(=O)CSc1nc(COc2ccccc2)nc2ccccc12,-5,-12,-4,-13,2,2,3,-1,0.3,29*
O=C1NCCN(Cc2cccc(Oc3ccccc3)c2)C1CC(=O)N1CCCCC1 (centres undefined),-1,-7,2,6,15,5,-3,-3,1.8,3
O=C(Nn1c(-c2ccccc2)nc2ccccc2c1=O)c1ccco1,-1,14,3,-24,4,-1,4,6,-0.1,4
CCOc1ccc(NC(=O)Cn2nnc(C(=O)NCCc3ccc(OC)c(OC)c3)c2N)cc1,4,-28,-1,19,5,-20,13,8,2.1,-4
C[N+](C)(C)CCN1C(=O)CSC1=O,-12,-7,-5,30,-2,5,-8,2,-0.2,5
Cc1ccccc1C(=O)O/N=C(\N)c1ccncc1,-1,0,0,-2,/,0,-1,6,-0.1,7
CC(CC(=O)Nc1cc(C(F)(F)F)ccc1Cl)c1ccccc1 (centres undefined),4,9,-1,13,-29,-2,-13,1,-0.8,0
OCC1(CO)CCCC(CO)(CO)C1O,0,1,/,/,-11,/,-4,11,0.2,2
CN(C)CCN(C(=O)/C=C/c1cccs1)c1nc2c(F)cc(F)cc2s1,0,4,1,-11,8,-9,-6,-23,-0.4,13
CC1=NN(C(=O)c2csc(C)c2)C(O)(C(F)(F)F)C1 (centres undefined),-2,8,-1,-13,7,-5,-8,14,-0.7,2
Clc1nc(Cl)nc(NCCC2=CCCCC2)n1,2,10,2,19,-13,11,-7,-8,0.0,7
Cc1ccc(S(=O)(=O)N2CCC(C(=O)Nc3ccccc3N3CCCC3)CC2)cc1C,/,-2,/,/,-10,1,/,1,/,5
CCN(CC)CCCNc1oc(/C=C/c2ccccc2)nc1C#N,-1,-340,3,8,1,3,-1,1,0.6,-3
CC(=O)Oc1ccc(-c2csc(Nc3cccc(C)n3)n2)cc1,1,1,-1,-29,-10,12,14,-5,0.1,-1
Cc1cc(C(=O)COc2ccc(Br)cc2F)c(C)n1CC1CCCO1 (centres undefined),2,-3,/,/,/,/,-8,3,-0.3,-7
CC(=O)N1CC2(C)CN(C(C)=O)CC(C)(C1)C2O (centres undefined),-4,9,6,-11,0,-9,-14,-13,-0.4,-1
Oc1c(C(c2cccs2)N2CCN(c3cccc(Cl)c3)CC2)sc2ncnn12 (centres undefined),4,5,4,19,13,3,1,16,0.4,-2
C=CCc1cc(Cl)ccc1OCCCNC(C)CC (centres undefined),0,8,5,1,1,1,-1,13,-0.4,2
O=C(NC(Cc1ccccc1)C(=O)N1CCCC1C(=O)O)c1ccccc1 (centres undefined),-2,-8,0,19,-34,8,4,1,-0.5,-6
CCN(CC)CCNC(=O)Cn1cnc2sc(C)c(S(=O)(=O)N3CC(C)CC(C)C3)c2c1=O (centres undefined),-4,8,1,60,-4,-4,-20,13,0.6,-2
c1ccc2c(OCCCN3CCCCCC3)cccc2c1,-9,-2,6,20,-17,-1,-2,-24,3.7,12
Cn1cc(CN2CCN(c3cnccn3)CC2)c(-c2cccc(Cl)c2)n1,-8,-18,1,18,13,-6,0,-1,-0.6,-5
Cn1c(=O)n(CCc2ccccc2)c(=O)c2c1nc1n2CCCN1c1ccccc1,1,-19,0,-17,-27,3,-4,4,0.2,8
Cc1ccnc(N/C=C(\C#N)c2nc(-c3cccc(Br)c3)cs2)c1,39*,7,-1,-8,-4,1,39*,-217,56*,-4
COc1ccccc1CNC(=O)CCNS(=O)(=O)/C=C/c1ccc(C)cc1,4,-8,/,/,-1,6,4,3,-0.4,-4
CC1CN(C(=O)c2cccs2)CCN1C(=O)c1cccs1 (centres undefined),0,5,5,17,-3,0,-5,2,0.3,1
O=C1C(Cl)=C(NCCc2ccccc2)C(=O)c2ccccc21,-16,83*,/,/,31,/,2,-2,0.7,-17
O=C(NCC(c1ccco1)N1CCCCC1)c1cccc(S(=O)(=O)Nc2ccc(F)cc2)c1 (centres undefined),-2,3,/,/,-7,/,-6,6,-1.7,10
O=C(CCNS(=O)(=O)c1ccc(F)cc1)N1CCN(c2ncccn2)CC1,4,-13,/,/,/,/,-2,6,-0.4,-1
O=C(/C=C/c1ccc(N2CCC(c3ccccc3)=N2)cc1)c1ccccc1,/,3,-5,23,-1,-75,/,-138,/,6
CC(C)N(C(=O)COC(=O)[C@H](C)NC(N)=O)c1ccccc1,-4,1,1,18,5,1,-2,3,-0.8,-1
CC(C)C(C(=O)NCC1CCCO1)N(Cc1ccco1)C(=O)CNS(=O)(=O)c1ccccc1 (centres undefined),0,-3,0,22,8,-15,2,-5,-0.3,-2
Cc1ccc(C)c(NC(=O)C2CCCN(S(=O)(=O)c3ccc4[nH]c(=O)ccc4c3)C2)c1 (centres undefined),2,-3,1,25,-6,-2,-16,8,-0.1,3
COc1ccc(/C=C/C(=O)c2ccc(O)cc2)cc1CN1CCOCC1,0,5,2,10,0,-12,-1,-16,0.7,-5
N#Cc1ccc(CSc2ccc(S(=O)(=O)N3CCCCCC3)cn2)cc1,0,5,/,/,-30,/,-5,-4,1.6,7
Cn1nccc1NS(=O)(=O)c1ccc(F)cc1,-6,6,1,-27,1,-1,-6,1,-0.2,-3
Cn1c(/N=C/c2ccccc2[N+](=O)[O-])nc2ccccc21,0,-12,1,18,/,5,?,1,-2.5,6
CC1(c2nnnn2Cc2ccccc2)CCC(=O)N1CCc1ccc(O)cc1 (centres undefined),0,-3,/,/,/,/,-8,/,-0.8,2
COc1cccc(-n2nc(C(=O)O)c3ccccc3c2=O)c1,-4,-15,3,10,-9,-1,-3,-2,-0.5,16
CC(=O)Nc1cccc(C(=O)OCC(=O)NCc2ccc(F)cc2)c1,0,7,4,17,-5,-2,0,-4,-0.5,0
CCCCOc1ccc(C(=O)NCC(=O)OCC(=O)N2CCN(S(=O)(=O)c3ccc(C)cc3C)CC2)cc1,-2,12,9,-6,0,-3,0,7,-0.9,6
COc1ccc(/C=C/C(=O)NC(C)CCc2ccccc2)cc1OC (centres undefined),-1,-1,-2,-8,-11,-1,3,-3,0.6,-4

# Ordered by length of the SMILES (largest number first): part of the list above
SMILES,Anthrax LF prot,CCHFV vOTU inh,3CLpro inhibitor,VHR inh abs,SSB-PriA inh,Rv3671c protease,BoNT F protease,MazEF act,BoNT-A LC inh2,PrPC TRFRET
CCCCOc1ccc(C(=O)NCC(=O)OCC(=O)N2CCN(S(=O)(=O)c3ccc(C)cc3C)CC2)cc1,-2,12,9,-6,0,-3,0,7,-0.9,6
Cc1ccc(C)c(NC(=O)C2CCCN(S(=O)(=O)c3ccc4[nH]c(=O)ccc4c3)C2)c1 (centres undefined),2,-3,1,25,-6,-2,-16,8,-0.1,3
CC(C)C(C(=O)NCC1CCCO1)N(Cc1ccco1)C(=O)CNS(=O)(=O)c1ccccc1 (centres undefined),0,-3,0,22,8,-15,2,-5,-0.3,-2
O=C(NCC(c1ccco1)N1CCCCC1)c1cccc(S(=O)(=O)Nc2ccc(F)cc2)c1 (centres undefined),-2,3,/,/,-7,/,-6,6,-1.7,10
Cn1c(=O)n(CCc2ccccc2)c(=O)c2c1nc1n2CCCN1c1ccccc1,1,-19,0,-17,-27,3,-4,4,0.2,8
O=C(CCNS(=O)(=O)c1ccc(F)cc1)N1CCN(c2ncccn2)CC1,4,-13,/,/,/,/,-2,6,-0.4,-1
COc1ccccc1CNC(=O)CCNS(=O)(=O)/C=C/c1ccc(C)cc1,4,-8,/,/,-1,6,4,3,-0.4,-4
Cc1ccnc(N/C=C(\C#N)c2nc(-c3cccc(Br)c3)cs2)c1,39*,7,-1,-8,-4,1,39*,-217,56*,-4
N#Cc1ccc(CSc2ccc(S(=O)(=O)N3CCCCCC3)cn2)cc1,0,5,/,/,-30,/,-5,-4,1.6,7
CC(=O)Nc1cccc(C(=O)OCC(=O)NCc2ccc(F)cc2)c1,0,7,4,17,-5,-2,0,-4,-0.5,0
Cn1c(/N=C/c2ccccc2[N+](=O)[O-])nc2ccccc21,0,-12,1,18,/,5,?,1,-2.5,6
COc1ccc(/C=C/C(=O)NC(C)CCc2ccccc2)cc1OC (centres undefined),-1,-1,-2,-8,-11,-1,3,-3,0.6,-4
COc1cccc(-n2nc(C(=O)O)c3ccccc3c2=O)c1,-4,-15,3,10,-9,-1,-3,-2,-0.5,16
CC1CN(C(=O)c2cccs2)CCN1C(=O)c1cccs1 (centres undefined),0,5,5,17,-3,0,-5,2,0.3,1
Cn1nccc1NS(=O)(=O)c1ccc(F)cc1,-6,6,1,-27,1,-1,-6,1,-0.2,-3

# A portion of the library, so the mix of outcomes need not match the whole.
